PfGluPho inh – PfG6PD (Plasmodium falciparum) enzyme inhibition; AID 504690; PfGluPho enzyme, NADPH resazurin-diaphorase fluorescence; inhibition, % at 20 µM; hit rate 0.78% among 350,000;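 active means inhibition reaching at least a set limit at 20 µM in the primary screen, cut at about 59% in these data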;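 further: 0% = DMSO wells with substrate and 100% = DMSO wells lacking glucose-6-phosphate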
SENP6 block – inhibitors of human SENP6 protease; Q9GZR1; Recombinant SENP6 catalytic domain, aminoluciferin luminescence; inhibition, % at 10 µM; hit rate 1.8% among 330,000;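 active means inhibition above about 50% at the single tested dose, limit read from the data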;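 further: plate controls were DMSO wells with enzyme for no effect and DMSO wells lacking enzyme for full effect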
HKDC1 inh – blocks human hexokinase HKDC1 activity; inhibition, % at 20 µM; recombinant HKDC1, G6PDH/diaphorase resazurin coupled fluorescence; hit rate 0.16% among 340,000; AID 493160; Q2TB90;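 active means inhibition above about 35% when tested at 20 µM, limit read from the data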;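 further: plate controls were DMSO wells with enzyme for no effect and DMSO wells lacking enzyme for full effect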
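Incubation: 90 min at room temperature in dark / Material: recombinant HKDC1 (HK5) hexokinase enzyme, produced in-house / Quantity: enzyme 5 µg/mL final / Compound: one dose of 20 µM, 1% DMSO / Reagent: glucose and ATP substrates / Buffer or medium: Tris pH 8.0 buffer with MgCl2, Tween-20, BSA, BME / Technique: resorufin fluorescence at 613 nm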
NR3A LBD binder – modulators (binders) of human NR3A ligand-binding domain; NR3A LBD differential scanning fluorimetry, Tm shift; 0% = protein alone, 100% = glycine-bound protein; Tm shift relative to glycine control, % at 25 µM; hit rate 2.5% among 340,000; AID 1259313;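 active means melting temperature shift of at least 10% of the positive control shift, at one fixed dose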
ATG4B inhibitor – blocks human ATG4B protease cleavage of LC3 substrate | hit rate 0.51% among 340,000 | AID 504462 | inhibition, % at 8.33 µM | ATG4B cleavage of LC3-PLA2, NBD-HPC fluorescence, 1 h; in the data active means inhibition above about 40%
Target sequence (Q9Y4P1 whole entry, looked up): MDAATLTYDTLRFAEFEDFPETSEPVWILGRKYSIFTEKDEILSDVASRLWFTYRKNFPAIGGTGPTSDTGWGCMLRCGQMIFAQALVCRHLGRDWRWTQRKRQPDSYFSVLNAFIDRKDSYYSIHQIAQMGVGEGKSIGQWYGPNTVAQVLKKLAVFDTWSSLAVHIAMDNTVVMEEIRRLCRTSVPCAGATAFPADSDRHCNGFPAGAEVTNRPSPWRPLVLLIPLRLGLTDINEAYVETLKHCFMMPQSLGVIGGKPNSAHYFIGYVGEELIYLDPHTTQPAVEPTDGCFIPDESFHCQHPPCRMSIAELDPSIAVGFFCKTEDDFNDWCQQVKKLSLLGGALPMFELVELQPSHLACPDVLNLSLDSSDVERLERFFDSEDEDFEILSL
SENP7 inh – SENP7 protease inhibition; inhibition, % at 5 µM; recombinant SENP7, Z-RLRGG-aminoluciferin luminescence, 40 min; Q9BQF6; hit rate 1.5% among 330,000;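 active means inhibition above about 50% at the single test dose, limit read from the data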;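 further: plate controls were DMSO with enzyme for no effect and no enzyme buffer wells for full effect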
SENP8 inh – inhibitors of human SENP8 protease; hit rate 0.64% among 360,000; inhibition, % at 20 µM; Q96LD8; recombinant SENP8, Nedd8 substrate fluorescence; in the data active means inhibition mostly above about 40%, no sharp cut-off; inactive means mostly below about 27%
Target sequence (Q96LD8 whole entry, looked up): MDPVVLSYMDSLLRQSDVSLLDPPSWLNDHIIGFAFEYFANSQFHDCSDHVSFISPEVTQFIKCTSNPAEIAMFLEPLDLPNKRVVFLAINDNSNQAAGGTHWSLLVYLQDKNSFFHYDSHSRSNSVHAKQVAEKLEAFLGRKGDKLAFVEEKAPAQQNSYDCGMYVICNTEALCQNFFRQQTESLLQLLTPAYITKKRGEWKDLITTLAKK
MPTP block – blocks calcium-induced mitochondrial swelling. inhibition, % at 10 µM. hit rate 1.4% among 360,000. AID 602449. isolated mouse mitochondria, Ca2+ swelling absorbance, 30 min;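 active means inhibition of 50% or more, scaled per plate between neutral and stimulator controls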;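 further: 0% = DMSO wells given calcium and 100% = 1 mM EGTA wells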
The depositor's hits bear a star.

compound	PfGluPho inh	SENP6 block	HKDC1 inh	NR3A LBD binder	ATG4B inhibitor	SENP7 inh	SENP8 inh	MPTP block
COc1cccc(/C=C/C(=O)OCC(=O)NCC2CCCO2)c1OC (stereo not drawn)	-11.6	-6.6	-5.8	0.2	-4.3	-1.1	-117.5	-1.6
COc1cccc(C(=O)NC2CCNCC2)c1	3.8	8.3	-6.5	0.5	-3.2	5.8	8.4	-0.2
COc1cccc(N2CC(C(=O)Nc3nnc(SCCC4OCCO4)s3)CC2=O)c1 (stereo not drawn)	20.2	7.2	0.9	0.2	-7.9	-1.0	0.5	0.8
CC1CCc2sc3nc(N4CCN(CCO)CC4)n4ncnc4c3c2C1 (stereo not drawn)	1.6	-4.8	0.2	-4.7	-10.4	-6.6	-7.8	-4.9
Cc1ccc(Sc2cc(C(F)(F)F)nc(N(C)C)n2)cc1	-1.7	5.4	-5.7	2.2	0.8	0.1	-37.0	-0.4
COc1ccc(C(=O)NCc2nnc(SCC(=O)N3CCCC3)o2)cc1OC	-4.3	-21.7	-7.0	-4.7	5.9	8.2	6.9	-0.2
COC(=O)C1C(=O)NCC1c1ccc(C)cc1 (stereo not drawn)	-1.1	-4.9	-3.0	0.5	-0.5	-5.4	17.3	-0.1
Cc1nc2ccccn2c1-c1ccnc(SCc2ccc(Cl)cc2)n1	7.6	-4.3	-1.7	0.5	-19.0	-5.3	-418.8	37.8
CCC(=O)Nc1ccc2nc(C)n(Cc3ccccc3Cl)c(=O)c2c1	-20.2	-2.9	-0.1	-2.0	-15.5	-2.8	-10.9	-2.6
COCCN(C(=O)CSc1nnc(-c2cccc(F)c2)n1N)c1c(N)n(CC(C)C)c(=O)[nH]c1=O	17.9	-12.1	-7.1	-0.4	1.6	1.4	-2.0	-0.5
C/C(=N/NS(=O)(=O)c1ccc(C)c(C)c1)c1c[nH]c2ccccc12	11.1	-7.2	-2.3	38.4*	-29.9	-1.7	1.3	2.4
COc1ccc(C(=O)NC2CCCc3c2cnn3-c2ccccc2F)o1 (stereo not drawn)	-23.4	-2.7	4.0	3.0	36.2	12.4	2.4	-0.8
O=C(CSc1ccccc1)Nc1ccc2sccc2c1	2.8	-16.4	-4.2	16.6*	-9.7	0.0	18.2	-0.2
CCNC(=S)N1CCN(c2ncccn2)CC1	-11.0	-8.2	8.9	1.2	-9.4	2.2	2.8	0.4
CCn1c(COc2c(C)cccc2C)nnc1SCc1nc2ccccc2c(=O)[nH]1	16.8	-13.8	-7.5	-0.3	-6.2	3.9	2.0	-1.5
Cc1cccc(N2CC(C(=O)Nc3ccc(S(=O)(=O)Nc4nccs4)cc3)CC2=O)c1C (stereo not drawn)	13.5	-12.4	0.1	1.1	-4.5	-2.2	5.6	-1.6
O=C(Cc1ccc(Cl)c(Cl)c1)NNC(=S)NCC1CCCO1 (stereo not drawn)	2.5	-11.0	-3.6	-3.6	-4.5	-3.4	2.0	-0.4
CCOC(=O)c1c(-c2ccsc2)csc1N	25.2	-10.5	-13.6	0.1	21.5	5.3	-14.5	2.7
Cc1c(NC(=O)COC(=O)c2ccc[nH]c2=O)c(=O)n(-c2ccccc2)n1C	-5.0	1.1	-10.3	-1.1	-2.4	-3.5	12.1	-0.8
O=C(CN(C(=O)CCC(=O)Nc1nccs1)c1ccccc1F)NCc1ccc(F)cc1	-5.1	-19.3	-7.4	-0.5	-8.4	0.5	-0.4	-1.9

13 structures out of the list, ordered by SMILES length, ascending:
compound	PfGluPho inh	SENP6 block	HKDC1 inh	NR3A LBD binder	ATG4B inhibitor	SENP7 inh	SENP8 inh	MPTP block
COc1cccc(C(=O)NC2CCNCC2)c1	3.8	8.3	-6.5	0.5	-3.2	5.8	8.4	-0.2
COC(=O)C1C(=O)NCC1c1ccc(C)cc1 (stereo not drawn)	-1.1	-4.9	-3.0	0.5	-0.5	-5.4	17.3	-0.1
Cc1ccc(Sc2cc(C(F)(F)F)nc(N(C)C)n2)cc1	-1.7	5.4	-5.7	2.2	0.8	0.1	-37.0	-0.4
O=C(Cc1ccc(Cl)c(Cl)c1)NNC(=S)NCC1CCCO1 (stereo not drawn)	2.5	-11.0	-3.6	-3.6	-4.5	-3.4	2.0	-0.4
Cc1nc2ccccn2c1-c1ccnc(SCc2ccc(Cl)cc2)n1	7.6	-4.3	-1.7	0.5	-19.0	-5.3	-418.8	37.8
COc1ccc(C(=O)NC2CCCc3c2cnn3-c2ccccc2F)o1 (stereo not drawn)	-23.4	-2.7	4.0	3.0	36.2	12.4	2.4	-0.8
CCC(=O)Nc1ccc2nc(C)n(Cc3ccccc3Cl)c(=O)c2c1	-20.2	-2.9	-0.1	-2.0	-15.5	-2.8	-10.9	-2.6
COc1ccc(C(=O)NCc2nnc(SCC(=O)N3CCCC3)o2)cc1OC	-4.3	-21.7	-7.0	-4.7	5.9	8.2	6.9	-0.2
COc1cccc(N2CC(C(=O)Nc3nnc(SCCC4OCCO4)s3)CC2=O)c1 (stereo not drawn)	20.2	7.2	0.9	0.2	-7.9	-1.0	0.5	0.8
O=C(CN(C(=O)CCC(=O)Nc1nccs1)c1ccccc1F)NCc1ccc(F)cc1	-5.1	-19.3	-7.4	-0.5	-8.4	0.5	-0.4	-1.9
Cc1c(NC(=O)COC(=O)c2ccc[nH]c2=O)c(=O)n(-c2ccccc2)n1C	-5.0	1.1	-10.3	-1.1	-2.4	-3.5	12.1	-0.8
Cc1cccc(N2CC(C(=O)Nc3ccc(S(=O)(=O)Nc4nccs4)cc3)CC2=O)c1C (stereo not drawn)	13.5	-12.4	0.1	1.1	-4.5	-2.2	5.6	-1.6
COCCN(C(=O)CSc1nnc(-c2cccc(F)c2)n1N)c1c(N)n(CC(C)C)c(=O)[nH]c1=O	17.9	-12.1	-7.1	-0.4	1.6	1.4	-2.0	-0.5

Next section
compound	PfGluPho inh	SENP6 block	HKDC1 inh	NR3A LBD binder	ATG4B inhibitor	SENP7 inh	SENP8 inh	MPTP block
O=C(CN1CCc2ccccc2C1)Nc1ccccc1F	-2.8	11.5	-7.4	0.1	-5.1	0.2	3.2	-0.1
O=C1C=C(NCCN2CCOCC2)CC(c2ccccc2)C1 (stereo not drawn)	-1.6	-3.7	-4.0	2.8	-9.5	0.0	15.6	-0.5
COc1cc2nc(CSc3nc(-c4ccc(F)cc4)cs3)[nH]c(=O)c2cc1OC	6.5	-11.3	-12.6	-8.0	-22.3	-8.3	-18.9	1.0
O=C(NCCc1ccc2c(c1)OCCO2)c1ccccc1F	-12.2	2.0	-12.2	-0.1	0.8	8.7	22.5	1.3
Cc1ccc(/C=C2/SC(=O)NC2=S)o1	31.7	11.1	11.5	-0.9	8.9	0.5	-4.6	3.4
Cc1ccc(S(=O)(=O)N2CCOCC2)cc1NC(=O)COc1ccccc1Cc1ccccc1	25.1	-4.5	6.2	0.4	-8.9	-6.0	-0.1	0.9
Cc1oncc1-c1csc(-c2ccccc2)n1	9.1	43.3	14.3	-1.2	-7.1	27.7	-2.3	2.0
O=C(Nc1c2c(nn1-c1ccc([N+](=O)[O-])cc1)CS(=O)(=O)C2)C1CC1	-2.8	12.2	-3.4	0.4	-1.0	1.7	4.0	-1.0
CCOC(=O)CNC(=O)CSc1nc2cccnc2n1Cc1ccccc1	2.6	4.1	4.1	-0.4	-14.4	-0.7	-49.5	3.9
CC(=O)N1c2ccc(S(=O)(=O)N3CCCCC3)cc2CC1C(=O)NCc1cccc(Cl)c1 (stereo not drawn)	-10.6	-11.0	-1.1	-5.2	0.6	-14.3	9.9	-0.3
Clc1ccc(-c2csc(N/N=C\c3cccnc3)n2)cc1	14.1	-10.1	-8.6	3.8	0.3	-1.3	-252.4	17.2

As entered above:
`COc1cc2nc(CSc3nc(-c4ccc(F)cc4)cs3)[nH]c(=O)c2cc1OC` | NR3A LBD binder = -8.0
`CC(=O)N1c2ccc(S(=O)(=O)N3CCCCC3)cc2CC1C(=O)NCc1cccc(Cl)c1` (stereo not drawn) | SENP8 inh = 9.9

Compound activity (PubChem)
